# Compound activity (PubChem BioAssay)
# TcdB GH inh = blocks C. difficile toxin B glycohydrolase activity; P18177; TcdB glycohydrolase enzymatic assay, plate reader; inhibition, % at 9.99 µM; 350,000 compounds, 0.24% hits; AID 652162; in the data active = inhibition above about 10%
# FBA Mtb inh = inhibits M. tuberculosis FBA enzyme. P9WQA3. purified M. tuberculosis FBA, fluorescence read-out. inhibition, % at 1 µM. 360,000 compounds, 2.3% hits; in the data active = inhibition above about 27%;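 note: 0% = vehicle and 100% = reference inhibitor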
# Target sequence (P9WQA3 whole entry, looked up): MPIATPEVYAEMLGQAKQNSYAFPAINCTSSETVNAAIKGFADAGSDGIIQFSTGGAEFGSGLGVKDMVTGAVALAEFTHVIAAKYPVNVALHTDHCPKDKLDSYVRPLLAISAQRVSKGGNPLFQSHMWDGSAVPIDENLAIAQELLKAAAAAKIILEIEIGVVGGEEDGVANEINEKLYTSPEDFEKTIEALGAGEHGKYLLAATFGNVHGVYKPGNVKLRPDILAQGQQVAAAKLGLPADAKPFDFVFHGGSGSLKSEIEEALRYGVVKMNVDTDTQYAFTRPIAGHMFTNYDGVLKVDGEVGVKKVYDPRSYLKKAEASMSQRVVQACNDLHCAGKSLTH
# PfHsp40 rescue = restores yeast growth despite PfHsp40 toxicity | S. cerevisiae expressing PfHsp40, growth rescue, ATP luminescence | growth rescue, % at 12.5 µM | 340,000 compounds, 0.68% hits | AID 504582; in the data active = growth rescue above about 28%, passing the limit was not always enough;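 note: yeast W303a lacking pdr1 and pdr3 grown in galactose medium; growth measured after three days at 30 °C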
# FadD28 binding = M. tuberculosis FadD28 bisubstrate binding inhibition | inhibition, % at 12.5 µM | 360,000 compounds, 0.22% hits | FadD28 bisubstrate probe binding, fluorescence polarization | AID 588549; in the data active = inhibition above about 8.5%, passing the limit was not always enough
# UGM FP inh = inhibitors of M. tuberculosis UDP-galactopyranose mutase; P9WIQ1; purified UGM, fluorescence polarization probe displacement; inhibition, % at 10 µM; 320,000 compounds, 0.06% hits; in the data active = inhibition above about 10%, passing the limit was not always enough
# Target sequence (P9WIQ1 whole entry, looked up): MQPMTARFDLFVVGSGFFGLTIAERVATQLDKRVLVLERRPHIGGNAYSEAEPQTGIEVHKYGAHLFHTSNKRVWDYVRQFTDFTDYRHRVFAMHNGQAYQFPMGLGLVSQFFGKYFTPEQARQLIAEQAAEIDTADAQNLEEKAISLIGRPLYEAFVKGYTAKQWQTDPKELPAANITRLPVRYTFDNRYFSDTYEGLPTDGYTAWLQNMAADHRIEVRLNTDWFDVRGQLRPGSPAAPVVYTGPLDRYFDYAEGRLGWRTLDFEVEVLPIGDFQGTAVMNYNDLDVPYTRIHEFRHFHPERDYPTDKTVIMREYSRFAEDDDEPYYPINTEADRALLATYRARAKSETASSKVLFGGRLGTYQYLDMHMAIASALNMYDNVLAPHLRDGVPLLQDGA
# BH1578 lux ind = inducers of Vibrio cholerae quorum light production without autoinducers; V. cholerae BH1578 lux reporter, luminescence, 6 h; activation, % at 18.7 µM; 350,000 compounds, 0.16% hits; AID 588436; in the data active = activation mostly above about 9.7%, no sharp cut-off; note: not every result past the cut was called active; inactives centre near 0; reference of the scale not given here
# Y pestis TopoI = Y. pestis Topo-I inhibition via cleavage products | AID 504884 | 360,000 compounds, 0.064% hits | Y. pestis Topo-I cleavage product accumulation, plate reader | activity, % at 10 µM; in the data active = activity above about 50%, passing the limit was not always enough; note: inactives centre near 2
# BioA inh = BioA (M. tuberculosis) enzyme inhibition; purified M. tuberculosis BioA enzyme, plate reader; inhibition, % at 9.99 µM; 360,000 compounds, 0.096% hits; in the data active = inhibition above about 40%
# GDH-TPI inh = inhibits GDH-TPI coupling enzymes, artifact for Mtb FBA screen; GDH-TPI coupled enzyme counterscreen, NADH absorbance; inhibition, % at 4.8 µM; 360,000 compounds, 1.2% hits; AID 588335; in the data active = inhibition above about 30%;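 note: 0% = DMSO wells and 100% = wells lacking the enzyme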
# Numbers without * were called inactive; i = inactive; · = no result given; & = joins results of further samples.
SMILES,TcdB GH inh,FBA Mtb inh,PfHsp40 rescue,FadD28 binding,UGM FP inh,BH1578 lux ind,Y pestis TopoI,BioA inh,GDH-TPI inh
O=C1COc2ccc(S(=O)(=O)CCC(=O)N3CCN(c4cccc(C(F)(F)F)c4)CC3)cc2N1,-1.8,1,1.1,-4.2,-0.4,-0.6,8,-1.6,-6
Cc1ccc(Cl)c(OCC(O)CN(CCO)CCO)c1 (centres undefined),·,1,0.7,0.0,-2.3,i,2,-0.6,-3
COc1ccccc1CNC(=O)C(NS(=O)(=O)c1cccc2nsnc12)C(C)C (centres undefined),0.9,1,0.1,-0.2,-2.6,-0.4,-4,-3.8,5
CN(C(=O)CCc1ccccc1F)C1CCCN(Cc2ccccc2F)C1 (centres undefined),-0.7,-2,-0.5,-3.1,0.1,-0.1,28,10,3
CNc1ccc(Br)cc(C(=O)/C=C/c2cccc(OC)c2)c1=O,·,-2,1.3,-0.4,-0.3,-0.2,8,2.1,6
CC(C)NC(=O)N(C)C[C@H]1Oc2c(NS(=O)(=O)c3cn(C)cn3)cccc2C(=O)N([C@H](C)CO)C[C@@H]1C,1.0&-0.2,-1,-0.6,-2.6,-5.6,-0.4,1,-2.8&0.0,3
CCOc1ccc(/C(C)=N/NC(=O)C(OC)c2ccccc2)cc1 (centres undefined),-0.8,1,-0.8,-1.1,·,-0.6,2,·,-1
COc1ccc(OC)c(NC(=O)c2nc(-c3ccccc3)oc2C)c1,-1.5,0,-0.3,-4.9,-0.2,-1.2,0,0.4,-3
CC1CCN(C(=O)Cn2c(SCC(=O)Nc3nccs3)nc3ccccc32)CC1,·,1,0.6,-1.9,-1.0,-0.2,-6,1.7,-2
O=C(Oc1ccccc1)c1cc2ccccc2o1,·,1,-1.5,0.8,0.4,-1.0,11,3.3,11
Cc1cccc(NS(=O)(=O)c2ccc(C)c(C(=O)NCC(c3ccccc3)N(C)C)c2)c1 (centres undefined),2.9,-1,0.6,0.9,-0.5,-0.9,0,1.5,15
Cc1oc(=O)cc(OCc2ccccc2)c1C,0.5,1,0.2,-0.5,·,i,5,20,6
CC1CN(C(=O)c2nn(C)cc2[N+](=O)[O-])CC(C)O1 (centres undefined),·,2,-0.7,-3.0,0.2,-0.3,0,-0.2,-3
CSc1nc2ccc(NC(=O)C3CC(=O)N(Cc4ccco4)C3)cc2s1 (centres undefined),·,1,0.4,-1.7,-3.2,·,18,2.6,1
COc1cccc(CN(C)C(=O)c2cc(S(=O)(=O)N3CCN(c4ccccc4)CC3)ccc2Cl)c1,0.7,-2,2.0,-4.9,1.7,i,36,-0.8,4
Cc1ccc(-n2[nH]c(C)c(C=Nc3ccc(C)cn3)c2=O)cc1,0.2,10,-2.6,-1.6,-1.0,-7.1,-1,-1.4,24
NC(=O)COc1ccc(/C=N\NC(=O)c2ccc(-c3ccccc3)cc2)cc1,1.6,2,-1.8,-1.9,3.7,-0.6,8,-3.5,3
Cc1ccccc1NC(=O)NC1(C(=O)N2CCCC2)CCCCC1,·,-1,0.2,0.6,0.9,i,-7,-3.4,-4
Cc1cc(C)c(OCC(=O)OC(C)C(=O)N2CCc3ccccc32)c(C)c1 (centres undefined),2.1,-4,7.6,-0.6,2.4,-1.4,43,0.8,-11
Cc1c(C(=O)N/N=C/c2ccc(N(C)C)cc2)[nH]c2ccc(Cl)cc12,1.2,8,-0.6,-3.5,-1.2,-0.5,-24,·,6
OCCOCCO,1.3,2,-0.5,-2.4,-2.1,-0.4,8,-0.1,2
CCOc1ccc(NC(=S)Nc2cc(-c3ccccc3)[nH]n2)cc1,·,-1,106*,-28,1.8,-0.3,3,2.6,-1
CC(=O)N(C)c1ccc(NC(=O)Nc2ccc(Cl)cc2)cc1,0.8,-4,·,-1.6,-0.5,-0.5,-8,-1.7,20
O=c1[nH]c2ccsc2c(=O)n1CCO,-0.9,3,-0.7,0.2,-5.6,i,1,-0.6,-1
O=C(c1cc([N+](=O)[O-])ccc1Cl)N1CCc2ccccc21,1.8,2,-0.4,-5.0,-0.8,i,0,2.1,1
O=C(Nc1ccc(OCCO)cc1)c1csc([C@H]2C[C@H](O)[C@@H](CO)O2)n1,1.1,3,·,0.8,·,-0.3,-10,-4.8,19
CC1CCCCN1C(=O)CCC(=O)Nc1nnc(C2CCCCC2)s1 (centres undefined),0.2,1,1.1,-3.8,-0.2,-0.2,33,-0.9,2
CCCc1cc(=O)[nH]c(SCC(=O)N(C)CC(=O)Nc2ccc(C)cc2)n1,·,-9,-0.8,-1.1,4.7,-0.2,-9,·,19
CCc1nnc(NS(=O)(=O)c2ccc(NC(=O)c3ccc(Cl)cc3)cc2)s1,1.7,0,0.2,-4.1,0.9,i,8,·,6
Nc1ncn[nH]1,0.2,3,0.9,-0.5,-3.0,-0.3,-6,·,-9
Cc1ccc(C(=O)Nc2nc(=O)n(C)s2)cc1,·,-5,-1.0,-2.6,1.8,-0.2,-6,1.0,4
CCc1cc[n+](-c2nc([O-])sc2C=O)cc1,·,-3,3.1,-3.0,6.1,i,-11,-14,1
Cc1cc(C(=S)N2CCOCC2)c(C)n1-c1ccc(F)cc1,-0.1,2,0.0,-0.5,2.0,i,3,·,5
Cc1ccc(NC(=O)CN2C(=O)/C(=C3\SC(=S)N(C4CCS(=O)(=O)C4)C3=O)c3ccccc32)cc1 (centres undefined),0.7,1,-1.9,-2.1,·,-0.4,2,-0.6,1
COc1ccccc1NS(=O)(=O)c1ccc2oc(SCc3ccc(F)cc3)nc2c1,·,1,-0.1,-5.5,-0.7,-0.2,33,·,-7
N#Cc1c(N)oc(-c2ccco2)c1-c1ccco1,·,33*,-0.8,4.6,-0.5,-0.6,-11,-0.1,12
COC(=O)c1cc2c(-c3ccccc3)c(C)c3ccccn3c-2c1C(=O)OC,·,-2,-0.1,1.3,4.0,i,41,0.1,19
Cn1c(CNC(=O)c2ccc3c(c2)OCO3)nnc1SCC(=O)Nc1ccc(F)cc1F,2.0,0,-0.2,-2.3,0.0,-0.3,6,-2.6,0
CN(C(=O)COC(=O)COc1ccccc1Cc1ccccc1)c1ccccc1,1.8,0,11,-4.4,0.5,i,49,2.1,2
CSCCC(NC(=O)COc1ccccc1)C(=O)O (centres undefined),1.0,4,-0.1,-0.9,0.7,-0.2,-2,-1.5,5
CCOc1ccccc1NC(=O)CSc1nnc(CNC(=O)c2ccccc2F)o1,1.2,2,0.6,-2.9,-3.2,0.1,2,3.3,-4
COc1cccc(NC(=O)CNC(=O)Cn2cnc3sc4c(c3c2=O)CCCC4)c1,2.0,6,-0.4,-0.8,0.1,6.7,13,-1.3,7
CC(=O)NCCOC(=O)Nc1cccnc1,·,1,0.3,-2.2,0.6,-4.8,-1,1.0,9
COc1ccc(CCNC(=O)CSc2nnc3ccc(-c4cccnc4)nn23)cc1OC,0.6,3,-0.6,-1.2,-1.3,i,14,0.3,8
Cc1ccc(N(CC(=O)Nc2ccc3c(c2)OCCO3)S(=O)(=O)c2c(C)n[nH]c2C)cc1,·,2,0.9,-2.9,-4.6,i,6,4.5,5
Cc1ccc(Cn2c([N+](=O)[O-])cnc2C)cc1,·,4,-1.3,0.8,·,0.1,1,0.8,7
CCC1CCCCN1CCCNC(=O)C1CCN(Cc2nc(-c3ccc(Cl)cc3)oc2C)CC1 (centres undefined),·,4,-0.2,-0.1,2.0,i,2,2.1,1
CCOC(=O)CNC(=O)N(C)[C@H]1C[C@H]2c3[nH]c4ccccc4c3CCN2C(=O)[C@H]1[C@H](C)O,0.9,15,·,-0.4,·,·,·,0.7,·
Cn1c2c(c(O)c(-c3ccccc3)c1=O)C(=O)CC(C)(C)C2,·,0,-0.9,-3.1,0.9,-3.3,0,·,8
CC1=CCC2C(=O)N(CCc3c[nH]c4ccccc34)C(=O)C2C1 (centres undefined),·,1,1.1,-0.2,2.2,-0.6,0,0.7,10
O=C(NN1CCOCC1)c1ccc(Cl)cc1Cl,0.4,-1,-0.5,1.3,-2.7,0.2,1,-2.7,-7
COC(=O)C1=C(N)OC2=C(C(=O)CC(C)(C)C2)C1c1ccoc1 (centres undefined),·,0,-1.3,-0.3,-1.5,-0.8,5,0.5,4
CC(C)(C)n1nc2c(c1NC(=O)c1ccc(Br)cc1)CS(=O)C2 (centres undefined),0.7,6,-0.8,-0.3,-0.8,-0.2,-1,-0.1,-5
COc1ccc2ccccc2c1CNc1nnnn1C,0.9,0,-0.4,-0.2,2.4,i,8,·,2
Cc1ccc(CSc2ccc(S(=O)(=O)N3CCCCC3)cn2)cc1,2.8,4,0.7,-0.1,·,-0.6,18,·,4
CCOCCCNC(=O)c1[nH]c(C)c(C(C)=O)c1C,·,-8,-0.4,-1.1,1.1,-0.3,-5,0.8,9
CC(=O)Nc1cccc(C(=O)N/N=C/c2cccc(C)n2)c1,-5.0,1,-0.5,-2.6,-0.2,i,-8,-0.7,-5
COC(=O)c1ccc(CNC(=O)COC(=O)C2CCC(C(C)(C)C)CC2)cc1 (centres undefined),0.8,1,-0.9,-3.9,0.8,-0.3,12,·,-1
CCN(C(=O)N1CCOCC1)c1ccccc1C,-0.7,-2,0.3,-4.4,1.0,-0.8,0,-1.3,4
CCOc1ccc(N2C(=O)CC(N)C2=O)cc1 (centres undefined),·,0,6.9,-3.2,-0.5,-7.2,3,0.9,5

# (more compounds)
SMILES,TcdB GH inh,FBA Mtb inh,PfHsp40 rescue,FadD28 binding,UGM FP inh,BH1578 lux ind,Y pestis TopoI,BioA inh,GDH-TPI inh
COc1ccc(C(=O)C[n+]2cc(-c3ccc(OC)cc3)n3c2CCCC3)cc1,0.0&0.6,-3&2,-0.6&2.1,-3.2&-1.8,-0.9&-1.9,-1.0&-0.3,15&9,·,-1&6
Cc1ccc(/C=C/C(=O)NCCCN2CCN(CCCNC(=O)/C=C/c3ccc(C)cc3)CC2)cc1,-1.4,0,-1.1,-0.3,-1.2,-0.1,14,·,9
Cc1nn2c(NCc3ccccn3)cc(C(C)C)nc2c1-c1ccccc1,0.4,6,37*,-3.5,-4.8,-0.5,18,·,7
CCCCN1C(=O)C(CC(=O)NC2CC2)CC(C(=O)N(C(C)C)C(C)C)=C1C (centres undefined),1.0,-5,·,-3.8,·,-0.4,-9,-0.1,-17
CC(C)(C)c1cc[n+](-c2[nH]c(=O)sc2/C=N/NC([S-])=Nc2ccccc2)cc1,-2.8,-8,0.2,1.0,18*,-0.5,-5,-18,37*

# Of the compounds above, 8 contain an aryl thioether with sulfur outside any ring.
SMILES,TcdB GH inh,FBA Mtb inh,PfHsp40 rescue,FadD28 binding,UGM FP inh,BH1578 lux ind,Y pestis TopoI,BioA inh,GDH-TPI inh
CC1CCN(C(=O)Cn2c(SCC(=O)Nc3nccs3)nc3ccccc32)CC1,·,1,0.6,-1.9,-1.0,-0.2,-6,1.7,-2
CSc1nc2ccc(NC(=O)C3CC(=O)N(Cc4ccco4)C3)cc2s1 (centres undefined),·,1,0.4,-1.7,-3.2,·,18,2.6,1
CCCc1cc(=O)[nH]c(SCC(=O)N(C)CC(=O)Nc2ccc(C)cc2)n1,·,-9,-0.8,-1.1,4.7,-0.2,-9,·,19
COc1ccccc1NS(=O)(=O)c1ccc2oc(SCc3ccc(F)cc3)nc2c1,·,1,-0.1,-5.5,-0.7,-0.2,33,·,-7
Cn1c(CNC(=O)c2ccc3c(c2)OCO3)nnc1SCC(=O)Nc1ccc(F)cc1F,2.0,0,-0.2,-2.3,0.0,-0.3,6,-2.6,0
CCOc1ccccc1NC(=O)CSc1nnc(CNC(=O)c2ccccc2F)o1,1.2,2,0.6,-2.9,-3.2,0.1,2,3.3,-4
COc1ccc(CCNC(=O)CSc2nnc3ccc(-c4cccnc4)nn23)cc1OC,0.6,3,-0.6,-1.2,-1.3,i,14,0.3,8
Cc1ccc(CSc2ccc(S(=O)(=O)N3CCCCC3)cn2)cc1,2.8,4,0.7,-0.1,·,-0.6,18,·,4
